Assay outcomes as filed in PubChem BioAssay.
V1R ag counter: counter-screen for oxytocin receptor agonists: human V1a receptor agonists; 320,000 compounds, 0.25% hits; P37288; activation, % at 3 µM; CHO-V1R cells, Fluo-8 calcium fluorescence, agonist mode; 0% DMSO, 100% 3 nM vasopressin; AID 2797;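 active means activation above the mean activation of all tested compounds plus 3 SD, per screening run, cut at about 20% in these data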;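 further: signal is peak over basal fluorescence ratio across a 100 second FLIPR read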
CHO parental Ca: counter-screen for OX1R antagonists: effect in parental CHO cells; 330,000 compounds, 0.63% hits; parental CHO-K1, ATP-induced calcium, Fluo-8 fluorescence; inhibition, % at 5.6 µM; AID 463079;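 active means inhibition above that plate's mean sample inhibition plus 3 SD, cut at about 26% in these data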;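 further: 0% = ATP-challenged DMSO wells and 100% = DMSO wells without ATP; some compounds past the cut are filed as inactive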
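test system = CHO parental line | reagent = ATP stimulus | measured by = intracellular calcium via Fluo-8 no-wash fluorescent dye | control set = ATP and no-ATP DMSO wells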
CHO-K1 Ca antag: nonselective inhibitor or artifact in parental CHO-K1 cells | ATP-induced calcium, Fluo-8 fluorescence | inhibition, % at 3 µM | 360,000 compounds, 0.6% hits;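 active means inhibition above a per-plate cutoff, the plate's mean sample inhibition plus 3 SD, cut at about 24% in these data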;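 further: 0% = DMSO plus EC80 ATP and 100% = DMSO alone without ATP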
TAAR1 antag: human TAAR1 antagonism. inhibition, % at 3 µM. Q96RJ0. AID 624466. 360,000 compounds, 1.5% hits. CHO RD-HGA16 TAAR1, Fluo-8 calcium fluorescence, antagonist;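 active means inhibition above a per-plate cutoff, the mean inhibition of test compounds on that plate plus 3 SD, cut at about 49% in these data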;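 further: 0% = DMSO plus EC80 beta-PEA response and 100% = DMSO alone without agonist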
Target sequence (Q96RJ0 whole entry, looked up): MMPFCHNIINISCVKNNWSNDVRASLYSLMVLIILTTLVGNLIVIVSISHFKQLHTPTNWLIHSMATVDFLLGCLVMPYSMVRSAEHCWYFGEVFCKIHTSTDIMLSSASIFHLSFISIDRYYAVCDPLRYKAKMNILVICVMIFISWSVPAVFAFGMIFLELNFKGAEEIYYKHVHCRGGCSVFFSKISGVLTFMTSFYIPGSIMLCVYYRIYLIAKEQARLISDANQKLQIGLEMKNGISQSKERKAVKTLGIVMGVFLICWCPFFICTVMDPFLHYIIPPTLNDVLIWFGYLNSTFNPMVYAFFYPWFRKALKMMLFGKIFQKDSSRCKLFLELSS
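Material: CHO RD-HGA16 cells bearing hTAAR1; compound dosing: one-point dosing, 3 µM nominal final; schedule: dye loading 75 min at 37 °C, then 30 min room temperature; measured by: calcium fluorescence with Fluo-8; control set: vehicle and agonist controls; replication: n of 1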
OXTR agonist: activates the human oxytocin receptor. P30559. CHO-OTR cells, Fluo-8 calcium fluorescence; normalized: DMSO 0%, oxytocin 100%. activation, % at 3 µM. 320,000 compounds, 0.32% hits. AID 2435;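 active means activation above the mean of all tested compounds plus 3 SD, cutoff set per screening run, cut at about 20% in these data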;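 further: peak over basal fluorescence ratio from a 100 s FLIPR kinetic read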
Target sequence (P30559 whole entry, looked up): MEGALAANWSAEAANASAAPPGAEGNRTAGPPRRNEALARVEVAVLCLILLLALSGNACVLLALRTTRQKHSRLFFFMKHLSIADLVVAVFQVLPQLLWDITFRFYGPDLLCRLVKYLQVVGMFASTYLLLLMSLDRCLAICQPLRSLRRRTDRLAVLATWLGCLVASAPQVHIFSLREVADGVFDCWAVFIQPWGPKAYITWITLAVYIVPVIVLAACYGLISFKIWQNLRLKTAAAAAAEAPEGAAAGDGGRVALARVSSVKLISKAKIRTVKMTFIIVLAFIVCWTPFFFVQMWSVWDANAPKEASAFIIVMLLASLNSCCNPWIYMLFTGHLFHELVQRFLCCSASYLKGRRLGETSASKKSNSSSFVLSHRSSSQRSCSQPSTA
GPR7 antag: blocks human GPR7 receptor signaling | inhibition, % at 4.4 µM | GPR7-expressing cells, fluorescence antagonist assay | AID 1861 | 290,000 compounds, 1.1% hits; in the data active means inhibition above about 16%, passing the limit was not always enough;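 further: cells stimulated with the agonist NPW; 0% = agonist with vehicle and 100% = vehicle without agonist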
Target sequence (P48145 whole entry, looked up): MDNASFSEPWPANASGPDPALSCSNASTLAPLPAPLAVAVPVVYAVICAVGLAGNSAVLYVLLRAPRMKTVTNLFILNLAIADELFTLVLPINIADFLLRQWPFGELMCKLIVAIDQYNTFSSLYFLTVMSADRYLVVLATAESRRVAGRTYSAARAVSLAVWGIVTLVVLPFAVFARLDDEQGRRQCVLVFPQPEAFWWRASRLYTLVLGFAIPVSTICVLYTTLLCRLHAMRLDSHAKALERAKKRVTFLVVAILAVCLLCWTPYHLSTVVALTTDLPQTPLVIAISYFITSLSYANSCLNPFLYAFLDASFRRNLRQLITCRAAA
OXTR potentiator: potentiators of human oxytocin receptor; 320,000 compounds, 0.061% hits; activation, % at 3 µM; CHO-OTR cells, Fluo-8 calcium fluorescence, potentiator mode; 0% = oxytocin EC15, 100% = EC100; P30559;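 active means activation above that plate's cutoff, the mean activation of tested compounds plus 3 SD, cut at about 6.6% in these data, passing the limit was not always enough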;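 further: 100% uses oxytocin at 75 nM as the full agonist control; some results filed as inactive read as strong as hits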
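Assay system: CHO-OTR cells, human receptor / Also added: oxytocin at about EC15, sub-maximal agonist stimulus / Dosing: single dose, 3.0 µM nominal final compound concentration / Incubation: 6 min pre-incubation, 100 s read / Technique: Fluo-8 calcium dye fluorescence / Read-out: % activation vs EC15 and EC100 oxytocin / Benchmarks: EC15 oxytocin low, 75 nM oxytocin high / Replicates: singlicate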
CHO-K1 Ca PAM: nonselective activator or artifact in parental CHO-K1 calcium assay; ATP EC20, Fluo-8 calcium fluorescence; 0% at ATP EC20, 100% at ATP max; activation, % at 3 µM; 360,000 compounds, 0.02% hits; AID 602247;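 active means activation above the run cutoff, the mean activation of all test compounds plus 3 SD, cut at about 40% in these data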;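 further: peak over basal fluorescence ratio in a 140 s read after ATP addition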
M1 ag parental: counter-screen for M1 agonists: effect in parental CHO-K1 cells; AID 602248; 360,000 compounds, 0.48% hits; Fluo-8 calcium fluorescence; scaled to maximal ATP response, vehicle zero; activation, % at 3 µM; in the data active means activation above about 15%;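 further: untransfected CHO-K1 host cells lacking M1 receptor as counterscreen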
An asterisk follows results filed as active; / = not tested or not shown.

Sample of the layout, two compounds:
SMILES	V1R ag counter	CHO parental Ca	CHO-K1 Ca antag	TAAR1 antag	OXTR agonist	GPR7 antag	OXTR potentiator	CHO-K1 Ca PAM	M1 ag parental
Cc1ccn2cc(-c3ccc4c(c3)NC(=O)CO4)nc2c1	-1.4	1.1	-6.4	-3.6	-0.2	16.9*	2.1	8.9	-0.4
N#C/C(=C/C1=C(N2CCOCC2)C(=C/c2cccc([N+](=O)[O-])c2)/CC1)C(=O)Nc1ccccc1F	/	/	-7.6	19.2	/	/	/	-9.7	1.1

Main list, from the start:
SMILES	V1R ag counter	CHO parental Ca	CHO-K1 Ca antag	TAAR1 antag	OXTR agonist	GPR7 antag	OXTR potentiator	CHO-K1 Ca PAM	M1 ag parental
Cc1ccn2cc(-c3ccc4c(c3)NC(=O)CO4)nc2c1	-1.4	1.1	-6.4	-3.6	-0.2	16.9*	2.1	8.9	-0.4
N#C/C(=C/C1=C(N2CCOCC2)C(=C/c2cccc([N+](=O)[O-])c2)/CC1)C(=O)Nc1ccccc1F	/	/	-7.6	19.2	/	/	/	-9.7	1.1
C[C@H]1COC(=O)[C@@H](Cc2ccc(F)cc2)CC/C=C/C[C@@H](CC(=O)N(CCO)Cc2ccccc2)C(=O)N1	0.2	-15.1	-17.4	21.0	0.4	/	-7.7	13.0	1.3
O=C(Nc1ccc(S(=O)(=O)Nc2ncccn2)cc1)c1ccccc1Cl	0.9	14.1	-5.1	2.4	1.0	-6.7	-5.7	15.2	1.1
Clc1ccc(-c2cnc3cccnn23)cc1	/	/	-3.4	5.2	/	/	/	-7.3	0.2
NC(=O)Cc1ccc2c(c1)[nH]c1ccccc12	3.8	-7.9	-6.5	-4.8	1.6	9.6	-10.3	4.9	0.0
CCOC(=O)N1CCN(C(=O)c2cc(COc3cccc(C(C)=O)c3)on2)CC1	0.6	-3.6	-6.1	-4.1	0.9	-0.8	-6.7	5.1	5.4
Cc1cccc(/C=C/c2nc3ccccc3c(=O)n2Cc2ccccc2)c1	1.5	-28.9	-2.2	-17.1	-0.7	8.1	-7.7	9.8	-0.1
COc1ccc(NC(=O)C2CCN(c3nc(C)cc(C)n3)CC2)cc1	0.2	-4.6	-3.4	5.0	-1.2	-5.6	-4.1	7.3	-0.3
CN(Cc1ccccc1)C(=O)[C@@H]1CCCN1C(=O)[C@@H]1CCCN1C(=O)c1ccc(Cl)cc1	/	/	-9.1	0.8	/	/	/	14.2	-0.1
Cc1ccc(-c2nc3cc(NC(=O)C(C)C)ccc3o2)cc1	0.2	-7.8	-8.0	-1.8	0.6	12.0	-6.1	9.4	1.1
CCc1nnc(SCc2ccc([N+](=O)[O-])cc2)nc1CC	-0.6	-6.6	-9.3	18.2	-2.2	/	-15.2	14.4	-0.5
CC(=O)Nc1ccc2c(c1)nc(CN1CCCC1)n2C	1.0	-5.5	-13.2	7.5	0.7	-1.0	-3.4	-12.6	-0.1
CCn1cc(CN2CCc3c([nH]c4ccccc34)C2c2cccc(OC)c2)c(C)n1 (stereo unspecified)	-0.8	-17.8	-4.9	24.3	-0.8	-7.8	-1.1	12.8	2.7
Fc1ccc(Cn2c(-c3cscn3)nc3ccccc32)c(Cl)c1	-1.1	-10.0	18.5	1.4	-1.7	1.5	-5.2	-5.8	-0.3
Cc1cc(C(=O)CCl)c(C)n1CC1COc2ccccc2O1 (stereo unspecified)	1.3	3.2	-6.0	31.5	-0.7	14.2	-6.9	11.2	2.0
CCOC(=O)c1cnc2ccccc2c1NCc1ccco1	-0.5	-32.6	-8.5	6.6	-2.3	-17.1	0.9	20.3	1.8
N/C(=N\OC(=O)/C=C/c1ccccc1)c1ccncc1	0.7	-13.1	-8.3	14.0	0.1	0.7	0.3	-8.9	0.9
Cc1cc(Cl)c2oc(C(=O)N3CCN(c4ccncc4)CC3)c(C)c2c1	14.1	-27.0	-7.3	18.3	11.1	2.8	-10.1	16.2	10.1
COc1cc(OC)cc(-c2cn[nH]c2N)c1	1.2	-9.8	1.2	-20.5	0.0	-13.3	0.0	13.6	0.1

Filtered by structure, those above containing a furan ring, fused or not (2)
SMILES	V1R ag counter	CHO parental Ca	CHO-K1 Ca antag	TAAR1 antag	OXTR agonist	GPR7 antag	OXTR potentiator	CHO-K1 Ca PAM	M1 ag parental
CCOC(=O)c1cnc2ccccc2c1NCc1ccco1	-0.5	-32.6	-8.5	6.6	-2.3	-17.1	0.9	20.3	1.8
Cc1cc(Cl)c2oc(C(=O)N3CCN(c4ccncc4)CC3)c(C)c2c1	14.1	-27.0	-7.3	18.3	11.1	2.8	-10.1	16.2	10.1

Next part.
SMILES	V1R ag counter	CHO parental Ca	CHO-K1 Ca antag	TAAR1 antag	OXTR agonist	GPR7 antag	OXTR potentiator	CHO-K1 Ca PAM	M1 ag parental
CCN(CC)CCCn1c(=S)[nH]c2ncccc2c1=O	0.2	0.8	-4.4	2.9	0.3	-2.3	0.2	19.6	0.3
Cc1ccccc1OCc1nc2ccccc2c(=O)n1NC(=O)c1ccco1	6.7	-6.4	-7.3	-16.2	11.2	-0.9	-8.8	18.1	4.9
CC(=O)c1cc(C)ccc1OC(=O)c1ccncc1	0.5	-3.1	-5.5	-9.7	-0.9	-9.7	-11.3	4.6	-0.2
CCn1c(=O)c2sccc2n2c(CCCC(=O)NCCc3ccc(S(N)(=O)=O)cc3)nnc12	0.2	-1.8	7.6	-30.7	6.5	-9.3	1.8	-2.0	-0.3
CC1CCN(c2ccc(NC(=O)c3ccc([N+](=O)[O-])o3)cc2)CC1	2.1	10.2	-8.0	2.6	-0.1	/	-9.1	-10.8	1.0
COc1ccc(N(CC(=O)NC2CCCCC2)C(=O)c2snc(C(N)=O)c2N)cc1	-0.9	-7.7	-4.8	-4.8	0.1	5.9	-6.1	12.0	0.0
CC1([N+](=O)[O-])COC(c2cccc3ccccc23)OC1 (stereo unspecified)	/	/	26.1*	12.3	/	/	/	-14.8	-0.2
CC(C)N(Cc1ccccc1)C(=O)COC(=O)c1ccccc1SCC(=O)N1CCCC1	0.7	-12.5	7.8	64.0*	-1.2	/	-12.4	-9.3	8.3
COc1ccccc1NC(=O)CSCc1cc(=O)n2c(C)csc2n1	3.2	-9.3	-16.8	-28.0	1.4	-12.2	-4.6	14.8	1.7
CCOc1ccc(NC(=O)Cn2nnc(C(=O)NCc3cccs3)c2N)cc1	2.8	4.4	-8.7	-14.5	0.7	-3.6	-1.6	8.9	0.8
COc1ccc(S(=O)(=O)N(C)CC(=O)NC2CC2)cc1OC	-0.2	11.2	-4.3	-0.5	0.5	-13.4	-5.3	-0.8	0.1
Cc1ncc(CO)c(/C=N/NC(=O)c2cc(Br)ccc2O)c1O	0.5	14.2	-9.4	-3.6	1.2	0.8	-5.1	-1.3	0.6
O=C1CC(c2ccccc2)n2nc(NC(=O)c3ccccc3)nc2N1 (stereo unspecified)	-0.1	1.2	8.0	-1.0	0.0	-5.7	-2.1	10.0	0.1
COc1ccccc1-c1nc2n(n1)C(c1cccs1)C(C(=O)Nc1cccnc1)=C(C)N2 (stereo unspecified)	-0.6	-24.6	9.3	10.3	-0.5	-10.7	-3.4	-7.3	1.4
O=C(O)C1CCCCC1C(=O)NC(c1ccccc1)c1ccccc1 (stereo unspecified)	0.4	-7.1	-2.1	-43.5	1.4	-4.9	2.5	-5.8	0.4
O=C(CCn1c(=S)[nH]c2ccccc2c1=O)N1CCCCC1	2.2	-2.3	-4.9	-10.6	1.4	-10.5	-3.5	0.4	1.6
CCNc1nc(NCC)nc(N/N=C/c2ccccc2)n1	18.6	2.6	-5.0	6.5	-1.1	6.3	-15.6	13.5	4.0
O=C1CC(c2cccc(Cl)c2)C(n2cncn2)C(=O)C1C1NCCc2ccccc21 (stereo unspecified)	1.3	1.9	2.0	-3.5	-0.4	-21.3	0.0	15.5	0.9
CN1C(=O)N2CN(C3CCCCC3)CN3C(=O)N(C)C1C23 (stereo unspecified)	0.2	8.3	2.5	-10.7	0.7	-12.4	4.0	8.1	0.1
COc1ccc2c(c1)CC(N1CCN(C)CC1)c1cc(OC)ccc1S2 (stereo unspecified)	25.3*	19.1	-2.6	0.8	33.9*	/	-20.6	-0.5	1.7

Copied from the list:
Under V1R ag counter, COc1ccccc1NC(=O)CSCc1cc(=O)n2c(C)csc2n1 has 3.2
Under V1R ag counter, COc1ccc2c(c1)CC(N1CCN(C)CC1)c1cc(OC)ccc1S2 (stereo unspecified) has 25.3*
Under CHO-K1 Ca PAM, CC(=O)c1cc(C)ccc1OC(=O)c1ccncc1 has 4.6
Under OXTR potentiator, O=C1CC(c2ccccc2)n2nc(NC(=O)c3ccccc3)nc2N1 (stereo unspecified) has -2.1

More compounds follow.
SMILES	V1R ag counter	CHO parental Ca	CHO-K1 Ca antag	TAAR1 antag	OXTR agonist	GPR7 antag	OXTR potentiator	CHO-K1 Ca PAM	M1 ag parental
Cc1cc(C)c(NC(=O)COc2cccnc2[N+](=O)[O-])c(C)c1	-1.1	-8.3	-12.7	-13.5	-0.3	/	-9.5	9.8	0.0
COc1ccc(-n2c(=O)[nH]cc(C(=O)N3CCCc4ccccc43)c2=O)cc1	-0.4	4.5	-14.5	1.7	-1.3	-7.6	-3.1	16.0	0.0
CC(=O)NC(Cc1ccc(F)c(F)c1)C(=O)NC1CCN(C(=O)c2ccc(Cl)cc2)CC1 (stereo unspecified)	0.3	-0.6	-2.1	1.7	-0.6	-11.7	-10.7	14.1	-0.3
Nc1cc(-c2ccc(Br)cc2)nn1S(=O)(=O)c1cccc2nsnc12	-0.9	-5.0	-0.3	1.9	-0.7	6.9	-3.4	8.6	0.1

Pulled by compound from the entries so far, 2 records:
SMILES	V1R ag counter	CHO parental Ca	CHO-K1 Ca antag	TAAR1 antag	OXTR agonist	GPR7 antag	OXTR potentiator	CHO-K1 Ca PAM	M1 ag parental
Cc1cc(C)c(NC(=O)COc2cccnc2[N+](=O)[O-])c(C)c1	-1.1	-8.3	-12.7	-13.5	-0.3	/	-9.5	9.8	0.0
CC(=O)NC(Cc1ccc(F)c(F)c1)C(=O)NC1CCN(C(=O)c2ccc(Cl)cc2)CC1 (stereo unspecified)	0.3	-0.6	-2.1	1.7	-0.6	-11.7	-10.7	14.1	-0.3
